High-throughput results (PubChem BioAssay)
miR-122 sensor: miR-122 Renilla sensor signal increase in Huh7, primary screen, miR-122 inhibitor project, cell-based, single point, plate reader; Huh7 miR-122 Renilla luciferase sensor, 48 h; neutral wells = 0, positive control = 100; activation (reporter increase), % at 12.5 µM; 340,000 compounds, 0.3% hits; AID 602342, 2012;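 active = mean replicate activation score at least 90 and every replicate individually at or above 90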;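 also: higher luciferase means less miR-122 activity so hits act as miR-122 inhibitors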
* marks the source's active call; other numbers are inactive results. An excerpt (hit frequency here may not be typical).

SMILES | miR-122 sensor
Nc1cc(N)nc(SCC(=O)NCC2CCCO2)n1 (configuration not stated) | -7
Cc1sc2nc(CN3CCCC3)nc(N3CCC(C(N)=O)CC3)c2c1C | 6
COc1ccc(CCN(C(=O)C(F)(F)F)C(C(=O)NC2CCCCC2)c2ccc(C)s2)cc1OC (configuration not stated) | 4
Cc1cc(Cl)ccc1NC(=S)NCc1ccc(Cl)cc1 | 3
CCOC(=O)c1cnc(-n2nc(C)cc2C)nc1N1CC(C)OC(C)C1 (configuration not stated) | 1
CC(=O)OC1CCC2(C)C(COc3ccc4ccc(=O)oc4c3)C(C)(O)CCC2C1(C)C (configuration not stated) | 3
Cc1ccc(N=C2N=C(N)c3ccccc32)cc1C | 9
Cc1cn2c(-c3cccnc3)nnc2s1 | 0
CCn1c2ccccc2c2cc(NC(=O)CCCN3C(=O)CCC3=O)ccc21 | 10
Cn1c(=O)n(Cc2ccc(F)cc2)c(=O)c2c1nc1n2CCCN1Cc1ccccc1 | 4
O=C(CCn1c2c(c3ccccc31)CCCC2)NNC(=O)c1ccccc1C(=O)O | -11
O=c1n(Cc2ccc(Cl)cc2)c2sc3c(c2c2ncnn12)CCCC3 | -4
COC(CN(C(=O)CCl)C(C(=O)NC1CCCCC1)c1ccc(C)cc1)OC (configuration not stated) | 0
COc1cccc(Nc2cc(N3CCOCC3)c3nonc3c2[N+](=O)[O-])c1 | 2
Cc1ccc(-c2n[nH]c(=S)n2/N=C\c2ccco2)cc1 | 12
CCCCCCn1ccc(=N)cc1 | -15
CC(Oc1ccc(Cl)cc1Cl)C(=O)NCCCCc1ccccc1 (configuration not stated) | -1
O=C(/C=N/O)NCCCn1ccnc1 | -2
N#Cc1cn(-c2ccccc2)nc1-c1cc2ccccc2oc1=O | -5
C=CCn1c(SCC(=O)c2cccs2)nc2sc(CC)cc2c1=O | 1
COC(=O)c1ccc2c(=O)n(Cc3ccco3)c(SCC(=O)Nc3ccccc3Cl)nc2c1 | -2
O=c1c2ccc(Cl)cc2[nH]c(=S)n1Cc1cccnc1 | 17
Cn1c(N/N=C/c2c[nH]c3ccccc23)nc2ccccc21 | 3
Cc1cnc(NC(=O)CSc2nc3ccccc3s2)s1 | 1
O=C(O)c1ccccc1-c1ccccc1C(=O)NCc1ccco1 | -5
COc1cccc(C2CC(=O)Nc3cc(OC)c(OC)c(OC)c32)c1OC (configuration not stated) | -4
CCCCCn1c(CN2CCN(c3cc(Cl)ccc3C)CC2)nc2c1c(=O)[nH]c(=O)n2C | -15
CCOc1cc(CNc2ccc3c(c2)OCCO3)cc(Br)c1OCC(N)=O | -3
Cc1ccccc1OCCCn1c(=O)sc2ccccc21 | 1
CCOC(=O)C1(C(F)(F)F)N=C(N(C)C)OC(N(C)C)=N1 | 2
O=C(OCc1ccc(Cl)cc1)c1cnccn1 | -6
CC(C)OP(=O)(OC(C)C)C(NC(=O)c1ccc(Br)cc1)c1ccccc1 (configuration not stated) | 5
O=C(Nc1nc(-c2ccco2)cs1)c1ccccc1 | 10
O=c1c2ccccc2c(/C=N/n2cnnc2)c(O)n1-c1ccccc1F | 0
COc1ccc(-n2nnc3c(SCC(=O)NCC4CCCO4)ncnc32)cc1 (configuration not stated) | 3
O=C(N/C=N/OCc1ccc(Cl)cc1Cl)NOCc1ncc(C(F)(F)F)cc1Cl | 3
Cc1cc(C)c(S(=O)(=O)N(CC(=O)N2CCCC2)C2CCCCC2)c(C)c1 | 9
CCC(=O)Nc1nonc1-c1nc2ccccc2n1Cc1ccc(Cl)c(Cl)c1 | 3
Clc1ccc(Sc2ccc(/C=N/n3cnnc3)o2)cc1 | -6
CC(=O)c1c(N)c(C#N)c(C)n1-c1ccc(Br)cc1 | -9
CC1(C)Cc2c(sc3c2c(=N)n(Cc2ccco2)c(=O)n3Cc2ccc(F)cc2)CO1 | -4
O=S1(=O)CCN2C=Nc3sc4c(c3C2=N1)CCCC4 | -1
CC(=O)c1cc2c(cc1NC(=O)CCCC(=O)O)OCO2 | -1
CC1(C(=O)N(c2ccccc2)C(C(=O)NC2CCCC2)c2ccccn2)CC(=O)N=C2C=CC=CN21 (configuration not stated) | 8
COC(=O)c1ccccc1NC(=O)C1CCCCC1C(=O)O (configuration not stated) | 19
COc1ccc(-c2nnc3sc(CN4C(=O)c5ccccc5C4=O)nn23)cc1 | -1
COc1ccc(C2C(C(C)=O)=C(O)C(=O)N2Cc2cccnc2)cc1 (configuration not stated) | -5
O=C(CSc1nc(-c2ccncc2)nn1CC(=O)N1CCCCC1)NC1CCCC1 | 4
Cc1ccc(C)c2[nH]c(=O)c(CCNC(=O)c3ccc4c(c3)OCO4)cc12 | -10
O=C(CCc1n[nH]c(=O)[nH]c1=O)N/N=C/c1ccco1 | -2
Cc1ccc(SCC(=O)O/N=C(\N)c2cccnc2)cc1 | -5
CCN(CC)C(=O)C1CCCN(Cc2ccccc2C(F)(F)F)C1 (configuration not stated) | -2
COCC(=O)Nc1nc(-c2ccccc2)c(C)s1 | -3
Cc1ccc(S(=O)(=O)N(CC(=O)N2CCC(C(N)=O)CC2)Cc2ccc(F)cc2)cc1 | 0
O=C(Nc1ccccc1C(F)(F)F)N1CCCCCC1 | -11
CC1(C)Oc2ccc3ccc(=O)oc3c2/C(=C/Nc2ccccc2)C1=O | -5
CC(C)C(NC(=O)OCc1ccccc1)C(=O)O (configuration not stated) | 2
Cc1[nH]oc(=O)c1N=Nc1ccccc1 | -11
C=CCn1c(CNc2ccc(C)cc2)nnc1SCC(=O)N/N=C/c1ccc(O)cc1O | -1
O=C(CS(=O)c1cccc(C(F)(F)F)c1)Nc1ccccc1Cl (configuration not stated) | -2
(listing goes on)
SMILES | miR-122 sensor
COc1ccc(CN2C(=O)CN=C2Nc2cc(C)ccc2C)cc1 | -2
O=C(CN1CCN(C(=O)c2ccccc2)CC1)Nc1ccc(Br)cn1 | 0
COCCNC(=O)C(OC(=O)CC1Sc2ccccc2NC1=O)c1ccncc1 (configuration not stated) | -2
O=C(Nc1nccs1)c1cc2c(s1)CCCCC2 | -2
c1ccc(-c2noc(-c3cccnc3)n2)nc1 | -4
CCC(Oc1cc(Cl)ccc1Cl)C(=O)NNC(=O)CCC(=O)O (configuration not stated) | 0
Cc1cccc(C)c1NC(=O)COC(=O)c1nonc1N | -5
CCN(CCCNC(=O)CCCCn1c(=O)[nH]c2ccccc2c1=O)c1ccccc1 | 0
O=C(CSc1cnc2ccccc2n1)NC1CCCC1 | 14
CC1CC(C)CN(C(=O)Cn2c(SCC(=O)N3CCc4ccccc4C3)nc3ccccc32)C1 (configuration not stated) | -8
CCCc1cc(=O)oc2c(CN3CCN(C)CC3)c(O)c(Cl)cc12 | -12
CC(=O)CSc1nnc(CSc2ncccn2)n1C1CCCCC1 | -5
CCCn1c(SCc2ccccn2)nc2c1c(=O)n(C)c(=O)n2C | -2
Cc1ccc(S(=O)(=O)N2CCCC2C(=O)N2CCCCCC2)cc1 (configuration not stated) | 2
O=C(CN1CCN(c2nc(-c3ccccc3)cs2)CC1)Nc1ccc2c(c1)OCO2 | -58
C=CCN1CC(c2nc3ccccc3n2CCOc2ccccc2)CC1=O (configuration not stated) | -4
CCCn1nnc2c(=O)oc3ccccc3c21 | -8
O=C(NC1CCCCC1)c1ccc(S(=O)(=O)N2CCCCC2)cc1 | -1
Cc1nn(Cc2ccc(C(=O)n3cccn3)o2)c(C)c1Br | -2
COc1ccc(C2CC(C(F)(F)F)n3nc(CO)c(Cl)c3N2)cc1OC (configuration not stated) | -9
COc1ccc2[nH]c(=O)c(CN(C3CCCCC3)C(c3nnnn3Cc3ccco3)C(C)C)cc2c1 (configuration not stated) | -2
CC(=O)NCc1nc2ccccc2n1Cc1ccccc1F | 0
O=C(O)CCCc1nc(-c2ccc(Cl)cc2)no1 | -6
CCN1C(=O)C(Cc2nc3ccccc3c(=O)n2C)c2ccccc21 (configuration not stated) | 1
COc1cccc(=O)c2c(C)n(-c3cc(C)cc(C)c3)c(C)c12 | -5
COc1ccc(O)c(C(=O)c2cc(C(=O)NCCc3ccccc3)c(=O)n(CCc3ccccc3)c2)c1 | -1
CCSc1nnc(-c2ccc(S(=O)(=O)N3CCOCC3)cc2)n1CC1CCCO1 (configuration not stated) | 3
COc1ccc(N2CCN(C(=O)C3COc4ccccc4O3)CC2)cc1 (configuration not stated) | -6
Fc1cccc(Cl)c1CNCc1ccccc1Cl | 2
Cc1cc(C)n(C(=O)CNC(=O)C(c2ccccc2)c2ccccc2)n1 | -5
COc1ccc(S(=O)(=O)Nc2ccc3c(c2)OCO3)cc1C(=O)O | 0
COc1ccc(C(=O)N(CC2CCCO2)C(C(=O)NCCC(C)C)c2ccc(C)cc2)cc1OC (configuration not stated) | 2
COc1cccc(/C=C/c2ccncc2)c1OC | 10
COc1ccc(NC(=O)c2cc(-c3cc(C)ccc3O)n[nH]2)cc1Cl | -11
CCn1c(CC(=O)Nc2ccc(C)c(Cl)c2)nnc1SCC(=O)Nc1nc(C)cs1 | 2
CCC(C)Nc1c([N+](=O)[O-])cc(C)cc1[N+](=O)[O-] (configuration not stated) | -2
Cc1cc(C)c2nc(NC(=O)C3CCCO3)sc2c1 (configuration not stated) | -4
CCOC(=O)c1c(NC(=O)CN2CCCCC2)sc2c1CCC(C=O)=C2Cl | 1
Cc1cccc(C)c1OCC(=O)N1CC2(C)CC1CC(C)(C)C2 (configuration not stated) | 34
CCN(CC)c1ccc(Nc2nc(N3CCOCC3)c3ccccc3n2)cc1 | -1
CC(=C/c1ccccc1)/C=N/NC(=O)c1cnccn1 | -6
O=C1CCCCCCC1Sc1ccccc1[N+](=O)[O-] (configuration not stated) | -1
CCOC(=O)c1cccc(S(=O)(=O)N(CCO)Cc2cc3cc(OC)c(OC)cc3[nH]c2=O)c1 | -2
CCOC(=O)c1nn(-c2cccc(Cl)c2)c(C)c1C(C)=O | 0
CCOC(=O)N1CCN(c2ncnc3c2cnn3-c2ccc(OC)cc2)CC1 | -3
O=C(Nc1ccc2oc(-c3ccccc3)nc2c1)c1ccncc1 | -9
COC(=O)c1ccc(/C=C/C(=O)c2ccc(OC)cc2)cc1 | -2
COC(=O)c1cc2c(ccn2-c2ccc(F)cc2)n1C(C)C | 1
Cc1nc2ccc(S(=O)(=O)c3ccc4nc(C)[nH]c4c3)cc2[nH]1 | 6
O=C(OCC(=O)c1c[nH]c2ccccc12)C1=COCCO1 | -2
Cc1cccc(N2CCN(C(=O)Cn3sc4nc(C)cc(C)c4c3=O)CC2C)c1 (configuration not stated) | -1
COc1ccccc1OCC(=O)NCc1ccco1 | 0
O=C(CCn1c(=O)[nH]c2ccsc2c1=O)N1CCN(Cc2ccc3c(c2)OCO3)CC1 | -14
Cc1cccc(OCCCCCn2ccnc2)c1C | -15
CCOC(=O)N1CCC(NCCNC(=O)c2cccs2)CC1 | -5
CCN=C1SC(CC(=O)NCC)C(=O)N1CC (configuration not stated) | -1
Cc1ccc(N(C=NC#N)CC(=O)N2CCN(c3ccccc3)CC2)cc1 | -3
CN(C(=O)COC(=O)c1ccccc1Nc1ccccc1)C1CCS(=O)(=O)C1 (configuration not stated) | -4
COc1ccc(C2C(C(C)=O)=C(C)Nc3ncnn32)cc1OC (configuration not stated) | 4
CCOc1cc(S(=O)(=O)NCc2ccc3c(c2)OCO3)ccc1F | 18
The list continues.
SMILES | miR-122 sensor
CC(=O)Nc1ccc(N(C(=O)Cc2c[nH]c3ccccc23)C(C(=O)NC2CCCCC2)c2ccco2)cc1 (configuration not stated) | 1
O=C(c1ccccn1)N1CCN(c2ccc(C(F)(F)F)cn2)CC1 | -2
COc1ccc(C(=O)Nc2cc3c(cc2Cl)OCCCO3)cc1 | -3
CCOCCCNCc1cccc(OC)c1 | -15
COc1ccc2cc(Br)ccc2c1CC(=O)NC1CC(C)(C)NC(C)(C)C1 | -4
O=[N+]([O-])c1cc(C(F)(F)F)ccc1N1CCN(S(=O)(=O)c2ccc3ccccc3c2)CC1 | -7
CCOC(=O)c1ccc(COC(=O)c2cc(=O)[nH]c3ccccc23)o1 | -4
Cc1cc(-c2nnc(SCc3ccccn3)o2)no1 | 6
CCOC(=O)c1cc(OC)c2cccc(CN3CCC(C)(C(=O)NCCOC)C3)c2c1 (configuration not stated) | -6
CCC(=O)N1CCc2cc(Br)cc(S(=O)(=O)CCC(=O)NCCOC)c21 | -2
CS(=O)(=O)N(CC(=O)Nc1ccc2c(c1)OCCO2)c1ccc2c(c1)OCO2 | -8
Nc1c(-c2ccc(Cl)cc2)cnn1-c1cccc([N+](=O)[O-])c1 | 0
N#Cc1nc(-c2ccc(OCc3ccccc3)cc2)oc1N1CCOCC1 | -6
COc1ccccc1C/C(N)=N/OC(=O)c1ccc(C)c([N+](=O)[O-])c1 | -2

By substructure, those above with fluorine (17)
SMILES | miR-122 sensor
COc1ccc(CCN(C(=O)C(F)(F)F)C(C(=O)NC2CCCCC2)c2ccc(C)s2)cc1OC (configuration not stated) | 4
Cn1c(=O)n(Cc2ccc(F)cc2)c(=O)c2c1nc1n2CCCN1Cc1ccccc1 | 4
CCOC(=O)C1(C(F)(F)F)N=C(N(C)C)OC(N(C)C)=N1 | 2
O=c1c2ccccc2c(/C=N/n2cnnc2)c(O)n1-c1ccccc1F | 0
O=C(N/C=N/OCc1ccc(Cl)cc1Cl)NOCc1ncc(C(F)(F)F)cc1Cl | 3
CC1(C)Cc2c(sc3c2c(=N)n(Cc2ccco2)c(=O)n3Cc2ccc(F)cc2)CO1 | -4
CCN(CC)C(=O)C1CCCN(Cc2ccccc2C(F)(F)F)C1 (configuration not stated) | -2
Cc1ccc(S(=O)(=O)N(CC(=O)N2CCC(C(N)=O)CC2)Cc2ccc(F)cc2)cc1 | 0
O=C(Nc1ccccc1C(F)(F)F)N1CCCCCC1 | -11
O=C(CS(=O)c1cccc(C(F)(F)F)c1)Nc1ccccc1Cl (configuration not stated) | -2
COc1ccc(C2CC(C(F)(F)F)n3nc(CO)c(Cl)c3N2)cc1OC (configuration not stated) | -9
CC(=O)NCc1nc2ccccc2n1Cc1ccccc1F | 0
Fc1cccc(Cl)c1CNCc1ccccc1Cl | 2
COC(=O)c1cc2c(ccn2-c2ccc(F)cc2)n1C(C)C | 1
CCOc1cc(S(=O)(=O)NCc2ccc3c(c2)OCO3)ccc1F | 18
O=C(c1ccccn1)N1CCN(c2ccc(C(F)(F)F)cn2)CC1 | -2
O=[N+]([O-])c1cc(C(F)(F)F)ccc1N1CCN(S(=O)(=O)c2ccc3ccccc3c2)CC1 | -7
